human PMI inhibition = inhibitors of human PMI, primary screen, biochemical, fluorescence intensity, coupled assay (AID 1209). purified PMI enzyme, coupled fluorescence intensity; higher % means a stronger effect. inhibition, % at 20 µM; hits with a dose series show IC50 in µM. 0.42% of 190,000 active; in the data active means inhibition above about 50%;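 further: plate controls were DMSO vehicle for no effect and wells lacking substrate for full effect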
Insulin prom up = MIN6 insulin promoter up-regulation; 0.3% of 190,000 active; MIN6 insulin promoter-GFP reporter, high-content imaging; stronger effect = higher value; AID 1625; z-score at 5 µM;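 active means z-score above 3 at 5 µM with at least 500 cells counted in the well; inconclusive means wells under 500 cells, flagged as cytotoxic or low count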
TNAP activation fold = human TNAP enzyme activators, primary screen, biochemical, luminescent, no phosphate acceptor, uHTS (AID 1001). one-dose activation fold at 20 µM; EC50 in µM for titrated hits. purified TNAP, luminescent activation assay, no phosphate acceptor; higher activation fold means a stronger effect. 0.03% of 200,000 active; in the data active means activation fold from about 3, or a potency from the dose series; inactive means the rest, 99 in 100 with activation fold below about 1.6; further: many of its hits are not listed in these tables
MT stabilize HCS = microtubule stabilization, imaging screen; HeLa tubulin immunostaining HCS, 24 h; share of cells brighter than vehicle mean+2SD; % tubulin-high responders, % at 10 µM; 0.83% of 200,000 active;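 active means plate Z-score above 3 for both tubulin-high and condensed-nucleus cell shares, with cell loss under 80%, at 10 µM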;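 further: anti alpha tubulin signal scored within the nucleus-defined area of each cell; some results filed as inactive read as strong as hits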
Hep lipid drop = hepatic lipid droplet formation modulation; 0.4% of 240,000 active; AID 1656; AML12 mouse hepatocytes, oleate lipid droplets, BODIPY imaging; inhibition, % at 6.5 µM;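 active means lipid droplet intensity inhibited by at least 50%, with more than 500 cells counted; inconclusive means wells with under 300 cells, treated as cytotoxic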
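Assay system: AML12 mouse liver cells | Compound: 6.5 µM single-point dosing | Schedule: Overnight exposure | Technique: Fluorescence imaging, 20x objective, two fields per well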
Myeloid diff 2 = promotes myeloid progenitor differentiation; ER-HoxA9 myeloid progenitors, lysozyme-GFP differentiation, flow cytometry; calls only at 10 µM; 1% of 360,000 active; AID 624256;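 active means normalized GFP-positive differentiation at or above the plate's own cutoff, the solvent-only control mean plus 3 SD; inconclusive means no clear call, values can overlap the other calls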;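 further: cells exposed to compound for four days before flow analysis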
T cell HTS = T cell immune modulators affecting CD8 T cell-vesicle binding. 2C CD8+ T cell-vesicle binding, flow cytometry; stronger effect = lower value. calls only at 7 µM. 0.068% of 330,000 active;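 active means response, share of CD8 T cells binding vesicles, and their 90th percentile fluorescence all below set limits, cut at about 80% in these data, passing the limit was not always enough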
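incubation = binding step 1.5 h, 37 °C, antibody labelling 20 min, ice | test system = 2C mouse CD8+ T cells | read-out basis = percent CD8+ FL2 mean versus row control | controls = Peptide-free naked vesicles (low) and QL9 vesicles with 0.7% DMSO vehicle (high) | detection = flow cytometry of vesicle-bound cells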
Dynein cargo inh = dynein cargo transport inhibition | 3617.4 mouse cells, GR-EGFP nuclear translocation imaging; test concentration mostly 20 µM; stimulated with dexamethasone, 1 µM; stronger effect = lower value | AID 1381 | 0.47% of 220,000 active | z-score, hits read low;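 active means plate z-score of nuclear minus cytoplasmic receptor signal below a set negative limit, without overly bright fluorescence or cell loss, cut at about -3.5 in these data, passing the limit was not always enough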;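 further: z-score of nuclear minus cytoplasmic ring GR-EGFP intensity difference per well; some compounds called inactive have numbers as strong as hits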
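Buffer or medium: tetracycline-free induction medium containing charcoal-stripped FBS / Reagent: dexamethasone agonist, 1.0 µM final, for 30 min / Technique: automated 10x imaging of fixed Hoechst-stained cells / Times: induction 48 h, compound 1 h, agonist 30 min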
bCat nuc transl = beta-catenin nuclear translocation modulation. 0.3% of 190,000 active. HeLa beta-catenin nuclear translocation, immunofluorescence imaging. nuclear translocation activity, % at 5 µM;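 active means nuclear translocation activity above 50% at 5 µM, with a well cell count of 50 or more; inconclusive means wells under 50 cells across six images, flagged as toxic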;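 further: per-cell ratio of nuclear to cytoplasmic median beta-catenin stain intensity; plate controls were DMSO negative control for no effect and GSK-3 inhibitor IX positive control for full effect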
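Read-out: Nuclear/cytoplasmic beta-catenin signal ratio, % activation | Assay system: Human HeLa cell line | Times: 24 h compound exposure at 37°C, 5% CO2 | Signal: Fluorescence imaging of beta-catenin antibody stain plus DAPI | Dosing: 5 µM primary, 0.02–20 µM confirmation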
Dynein cargo inh cytoplasmic EGFP = recorded beside Dynein cargo inh, whose call it bears; z-score; measured here: cytoplasmic GR-EGFP intensity; stronger effect = higher value
Dynein cargo inh nuclear GR-EGFP = further read-out of Dynein cargo inh, marked with its call; z-score; measured here: nuclear GR-EGFP intensity;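 lower value marks the stronger effect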
Dynein cargo inh cell count = second read-out of Dynein cargo inh, no call of its own (marks repeat the call); z-score; measured here: cell count per field
Insulin prom up cell count = recorded beside Insulin prom up, whose call it bears; cell count; measured here: cytotoxicity, nuclei count;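 total cells summed across four imaged fields per well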
Hep lipid drop cells 6.5 µM = recorded beside Hep lipid drop, whose call it bears; cell count; measured here: cell count, cytotoxicity flag;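 cells counted across two imaged fields per well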
bCat nuc transl cell count 5 µM = further read-out of bCat nuc transl, marked with its call; cell count; measured here: cell count, cytotoxicity flag
T cell HTS vesicle-bound % = second read-out of T cell HTS, no call of its own (marks repeat the call); double positive events, %; measured here: CD8+ vesicle-bound cell fraction;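 binding gate set so that unloaded-vesicle control wells show 10% double positive cells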
MT stabilize HCS Hoechst-high % = also measured in MT stabilize HCS; calls as there; % Hoechst-high responders; measured here: nuclear condensation Hoechst responders;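 share of cells brighter than vehicle mean plus two SD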
MT stabilize HCS cytotoxicity % = also measured in MT stabilize HCS; calls as there; toxicity, %; measured here: cytotoxicity by cell density;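 0% = mean cell density of plate MIN control wells and 100% = no cells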
Myeloid diff 2 GFP+ MAC1+ % = further read-out of Myeloid diff 2, marked with its call; GFP+ MAC1+ double positive, %; measured here: differentiation confirmed by MAC1 staining
Active calls of the source: *; i = inactive; ? = inconclusive; . = not tested or not shown; + = active, no number.

SMILES	human PMI inhibition	Insulin prom up	Insulin prom up cell count	TNAP activation fold	MT stabilize HCS	MT stabilize HCS Hoechst-high %	MT stabilize HCS cytotoxicity %	Hep lipid drop	Hep lipid drop cells 6.5 µM	Myeloid diff 2	Myeloid diff 2 GFP+ MAC1+ %	T cell HTS	T cell HTS vesicle-bound %	Dynein cargo inh	Dynein cargo inh cytoplasmic EGFP	Dynein cargo inh nuclear GR-EGFP	Dynein cargo inh cell count	bCat nuc transl	bCat nuc transl cell count 5 µM
CNC(=S)NNC(=O)c1sc2cc(C(F)(F)F)cnc2c1-c1cccnc1	-7.3%	-0.99	1247	1.9	1.3	1.8	4.3	-7.8	632	i	0.3	i	36.1	-0.685	-0.0138	-0.328	0.557	-3.2	1114
Cc1ccc(NC(=O)CN2C(=O)S/C(=C\c3cccn3C)C2=O)cc1	13.2%	.	.	1	3.9	1.8	4.7	.	.	i	1.8	i	26.0	0.0205	-0.196	-0.126	0.0391	.	.
COc1ccc(NS(=O)(=O)c2ccc(NS(=O)(=O)c3ccc(SC)cc3)cc2)c(OC)c1	2.1%	-0.28	982	1.2	1.2	1.0	8.3	9.7	690	i	6.7	i	19.2	-0.183	0.0581	0.255	0.441	.	.
COc1ccc(NC(=O)c2ccco2)cc1NC(=O)c1c(F)c(F)c(OC)c(F)c1F	14.4%	.	.	1.1	3.3	1.3	2.1	-2.9	736	i	0.8	i	46.4	1.7	0.12	0.796	-0.484	.	.
CCOc1cc(NC(=S)NCc2ccco2)c(OCC)cc1NC(=O)c1ccco1	15.4%	-0.12	1432	1.1	2.4	1.2	0.5	0.5	700	i	0.2	i	26.5	1.98	-0.015	1.71	-2	0.3	1054
CCOCCCn1c(SCc2nc3sc(C(=O)O)c(C)c3c(=O)[nH]2)nnc1-c1ccc(Cl)cc1	-25.9%	-0.25	1606	1	2.1	2.0	0.8	13.8	704	i	0.4	i	30.4	-1.65	0.382	-0.838	2.77	-1.5	1032
CCOC(=O)c1c(NC(=S)NC(=O)c2ccc(Cn3cc(Cl)cn3)o2)sc2c1CCCCC2	15.7%	0.15	1345	1	3.2	3.2	5.7	.	.	i	1.0	i	34.8	0.263	-0.199	0.661	0.877	0.2	1421
CC(C)(C)C(=O)Nc1ccc(-c2nc3ccccc3c(=O)o2)cc1	6.8%	-1.08	1487	1.1	2.6	2.0	8.8	12.9	712	i	0.1	i	53.6	-0.322	-0.279	0.0369	1.11	-1.7	1017
CCOc1ccccc1NC1=NCC(=O)N1Cc1ccc(F)cc1	-19.1%	-0.08	774	1	5.8	3.0	6.8	.	.	i	6.8	i	38.6	-0.49	-0.168	0.171	0.059	1.1	690
O=C(Nc1ccc(C(F)(F)F)cc1)c1csc(-c2ccncc2)n1	8.3%	0.06	1580	1.1	5.0	2.3	7.9	1.4	587	i	0.2	i	58.0	-0.727	-0.36	0.13	0.416	-4.5	1065
CCN1CCN(c2cc(C)c3cc(NC(=O)c4ccccc4F)ccc3n2)CC1	-1.3%	?	.	0.9	3.1	2.8	6.7	.	.	.	.	.	.	0.199	-0.0662	0.402	-0.391	.	.
CCc1cc(-c2n[nH]c(=S)n2-c2cccc(C)c2)cs1	5.6%	0.32	1027	1	2.0	1.4	10.5	14.8	773	i	1.1	i	11.8	-0.268	-0.168	0.479	1.13	0.5	1000
Cc1[nH]c(=O)[nH]c(=O)c1S(=O)(=O)N1CCC(C(=O)N2CCN(c3cccc(C(F)(F)F)c3)CC2)CC1	8.2%	1.45	1075	1	3.1	2.5	9.3	3.7	720	i	0.6	i	43.8	0.278	-0.273	0.427	0.129	-2.2	1079
Cc1ccc(CC2CC(=O)N(c3nc4ccccc4s3)C2=O)cc1 (stereo not drawn)	4.4%	0.06	1414	1	1.4	1.4	9.1	5.4	750	i	0.0	i	30.1	0.215	-0.204	0.162	0.18	-0.5	1000
CSc1ccccc1NS(=O)(=O)c1ccc2c(c1)OCCO2	2.5%	-0.27	1138	1.2	3.0	2.3	5.1	-2.0	668	i	1.5	i	11.8	0.477	-0.194	0.257	0.848	-1.4	1090
Cc1cccc(NC(=O)CS(=O)(=O)Cc2ccccc2)n1	8.2%	0.6	923	1.1	3.0	3.1	5.4	-9.8	791	i	1.2	i	37.5	-0.0569	-0.135	0.269	0.665	1.6	1010
COC(=O)C/C(N)=C(\C#N)C(=O)OC	.	-0.12	1041	.	.	.	.	-22.1	673	i	0.3	i	42.3	1.09	-0.0482	0.523	-0.131	1.5	1278
O=S(=O)(c1cccc(NC(=S)N2CCN(c3ccccc3)CC2)c1)C(F)F	5.9%	0.7	1450	1.1	1.6	2.4	9.2	0.3	658	i	0.0	i	55.2	0.229	-0.15	0.245	-0.271	0.0	1045
Fc1ccc(-n2nnc(-c3cccnc3)n2)cc1	-7.2%	0.03	1344	1.1	1.4	0.9	0.7	9.3	701	i	1.0	.	.	2.46	-0.0548	1.93	-1.85	2.2	1037
Cc1cc(C(=O)COC(=O)CN=C2NS(=O)(=O)c3ccccc32)c(C)n1CCc1ccc(Cl)cc1	6.1%	-0.13	1365	1.2	4.6	3.6	6.6	-5.0	565	i	3.6	i	8.2	0.234	-0.324	-0.201	0.819	0.3	984
Cc1ccc2c(c1)N(CC(=O)N1CCCCC1c1cccnc1)C(=O)CO2 (stereo not drawn)	2.9%	-0.62	1298	1.1	2.2	1.4	1.5	1.5	757	i	7.3	i	60.6	-1.18	-0.197	-0.387	0.522	-0.6	1086
Cc1ccccc1-n1nc(SCC(=O)O)sc1=S	-30.9%	-0.67	1106	1.1	3.1	2.5	7.9	4.6	696	i	0.4	i	36.7	1.32	-0.0809	0.867	-1.56	-1.1	1070
Cc1ccc(C)c(S(=O)(=O)N2CCN(c3ncccn3)CC2)c1	0.5%	0.58	1443	1	1.6	2.1	6.0	1.0	725	i	0.1	i	30.5	0.522	-0.243	0.267	-0.959	0.4	1506
CCOc1ccc(C2C(C(=O)c3ccc(C)o3)=C(O)C(=O)N2CCCN(CC)CC)cc1 (stereo not drawn)	.	-0.3	988	.	.	.	.	-7.7	652	i	0.0	i	40.0	-0.678	-0.26	0.369	0.174	-0.7	1372
COc1ccc(CC(NC(C)=O)C(=O)NC2CCN(S(=O)(=O)c3ccccc3)CC2)cc1OC (stereo not drawn)	1.6%	-0.56	1321	1.1	2.2	2.5	10.2	.	.	i	5.7	i	53.3	-0.373	-0.131	-0.0503	0.513	-5.8	1003
O=C(Nc1nnc(-c2ccccc2)o1)c1cc(Cl)sc1Cl	-18.7%	0.43	1257	1.1	2.4	2.1	2.7	7.3	711	i	0.7	i	30.3	0.765	-0.287	0.265	-0.00539	0.9	930
CCOc1ccccc1/C=C(\C#N)C(=O)Nc1cccc(C(=O)O)c1	.	-0.11	1141	.	.	.	.	5.7	708	i	0.5	i	6.4	-0.42	-0.767	-0.538	0.292	-1.3	1303
CCN(CC)C(=O)CSc1nc2c(sc(=S)n2-c2ccccc2)c(=O)n1Cc1ccco1	17.2%	.	.	1.2	2.8	1.7	5.8	-8.2	738	i	0.9	i	12.5	-1.32	-0.241	-0.492	0.531	.	.
CCCCCCC(=O)N/N=C1\CCCc2ccccc21	7.0%	-0.02	1340	1.1	4.1	2.1	1.9	5.2	638	i	0.5	i	52.2	-0.169	0.205	-0.335	0.573	-5.5	612
COc1cc(N2C(=O)c3ccccc3C2=O)c(Cl)cc1C(=O)OCC(=O)N(C)C	0.3%	0.82	1602	1.1	3.3	2.1	0.5	0.5	672	i	0.2	i	1.7	-0.382	-0.266	-0.0833	0.661	1.2	1086
CN=C1SC(CC(=O)Nc2cc(Cl)ccc2Cl)C(=O)N1C (stereo not drawn)	-2.4%	0.29	846	1.1	2.6	1.5	7.0	-10.9	812	i	0.5	i	49.0	-0.138	-0.271	0.342	0.245	.	.
Cc1cc(O)c2/c(=N\N)c(-c3csc(C)n3)coc2c1	.	0.03	936	.	.	.	.	1.6	661	i	0.4	i	24.0	-0.305	-0.833	-0.485	0.649	-0.5	1320
O=Cc1cn(-c2ccccc2)nc1-c1ccc2c(c1)OCCO2	16.7%	.	.	1.1	3.2	1.6	2.2	26.7	771	i	0.5	i	6.8	0.273	-0.226	0.104	0.43	0.4	1151
CCOC(=O)Cc1csc(NC(=O)CCCC(=O)O)n1	.	.	.	.	.	.	.	-16.1	675	i	0.5	i	57.4	-0.562	-0.237	-0.326	0.757	-2.2	1185
Cc1ccc(C)c(NC(=O)COC(=O)CCC(=O)c2cccs2)c1	1.4%	-0.42	1226	1.1	4.2	3.2	6.6	13.1	688	+	0.8*	i	17.2	-0.327	-0.283	0.137	-0.118	0.7	1014
COc1cccc(-c2ccc(SCC(=O)c3ccccc3)nn2)c1	8.6%	0.28	1518	1.1	1.9	2.2	4.8	3.8	697	i	0.8	i	44.9	-0.937	0.267	-0.707	0.614	-2.2	976

Compound activity as filed in PubChem BioAssay.
